ELG1 repair inh – qHTS screen for small molecules that inhibit ELG1-dependent DNA repair in human embryonic kidney (HEK293T) cells expressing luciferase-tagged ELG1; HEK293T ELG1-luciferase reporter, luminescence, 16 h; DNA damage induced by 5-fluorouridine; 330,000 tested, 2.3% active; Potency, µM (titrated, usually from 46.1 µM), for the others: top-dose activity change, negative = inhibition, most hits filed as inhibitors; AID 504467, 2011; note: potency is the fitted concentration of half-maximal effect; % is set by controls: 0 for no effect and ±100 for the full control effect; nearly all actives have a fitted effect of over 55% in size
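Overnight (16 hr) co-exposure of 2,000 cells/well to 5-fluorouridine and compound at 37 °C preceded detection. Luciferase was quantified via ONE-Glo luminescence; loss of signal denotes inhibition.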
TSHR antag – Antagonists of the Thyroid Stimulating Hormone Receptor: HTS campaign; AID 504810, 2011; Thyrotropin receptor (Homo sapiens), P16473; activity change, negative = inhibition, % at 11.5 µM; 330,000 tested, 0.2% active; TSHR-expressing cells, TSH-stimulated cAMP HTRF, 2 h; stronger effect = lower value;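 active = activity change below a set negative limit, meaning inhibition stronger than a set level, cut at about -70% in these data; inconclusive = activity change between two set negative limits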; note: % is set by controls: 0 for no effect and ±100 for the full control effect
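Antagonism was scored as loss of TSH-driven cAMP in TSHR cells, stimulated with 4nM TSH (EC80) for 2 hours at 37 deg C and detected by homogeneous HTRF competition immunoassay.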
TCR activator – Activators of T cell receptors: qHTS campaign | Potency, µM (titrated, usually from 9.22 µM), for inactives: at the highest dose activation of IL-2 secretion, actives largely listed as activators | primary human leukocytes, anti-CD3, IL-2 HTRF, 48 h | 330,000 tested, under 10 active; note: % of control where 0% means no effect
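Activity was scored as IL-2 release from primary human leukocytes given only a TCR signal (a-CD3 beads) plus compound for 48 hr. Detection used a two-antibody HTRF format read at 665nm.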
Mito fusion yeast – qHTS Assay for Small Molecule Inhibitors of Mitochondrial Division or Activators of Mitochondrial Fusion. S. cerevisiae fusion-defective mutant growth rescue, CellTiterGlo 48 h. Potency, µM (top dose mostly 46.1 µM), for the others: top-dose growth rescue (activation), usual class: activators. 320,000 tested, 0.23% active;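 note: potency is the fitted concentration of half-maximal effect; % of control where 0% means no effect; nearly all actives have a fitted effect of over 45% in size; temperature-sensitive fusion mutants such as fzo1-1 at 37 °C on non-fermentable ethanol glycerol medium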
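Temperature-sensitive fusion-defective S. cerevisiae (e.g. fzo1-1, mgm1-5) were grown with compound in YPEG medium (3% ethanol, 3% glycerol) for 48 hours at 37C. Growth rescue was measured as viability by CellTiterGlo luminescence after 10 minutes at ambient.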
hERG WT inh – qHTS for Inhibitors of KCHN2 3.1: Wildtype qHTS. 340,000 tested, 0.37% active. activity change, % at 1.84 µM. U2OS, BacMam KCNH2, thallium flux FluxOr; stronger effect = lower value. AID 720551, 2013;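 active = maximum activity change below -70%; inconclusive = maximum activity change between -70% and -50%; inactive = maximum activity change above -50%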; note: % is set by controls: 0 for no effect and ±100 for the full control effect
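U2OS cells were transduced with wild-type KCNH2 virus (2.03 x 10^8 / mL) for 4 h at room temperature, then cultured overnight at 37 C. Thallium flux was read with FluxOr dye. Rate constants were normalized to DMSO controls.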
USP2a block – qHTS Assay for Inhibitors of Ubiquitin-specific Protease USP2a Using CHOP2 as the Reporter; USP2 core, Ub-CHOP2 coupled fluorogenic reporter, 485/531; 330,000 tested, 0.01% active; AID 463254, 2010; Ubiquitin carboxyl-terminal hydrolase 2 (Homo sapiens), O75604; Potency, µM (titrated, usually from 38.3 µM), for the others: at the top dose activity change, negative = inhibition, usual class: inhibitors;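 note: potency is the fitted concentration of half-maximal effect; plate controls were DMSO wells for no effect and full inhibition by NEM control for full effect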
Target sequence (O75604 whole entry, looked up): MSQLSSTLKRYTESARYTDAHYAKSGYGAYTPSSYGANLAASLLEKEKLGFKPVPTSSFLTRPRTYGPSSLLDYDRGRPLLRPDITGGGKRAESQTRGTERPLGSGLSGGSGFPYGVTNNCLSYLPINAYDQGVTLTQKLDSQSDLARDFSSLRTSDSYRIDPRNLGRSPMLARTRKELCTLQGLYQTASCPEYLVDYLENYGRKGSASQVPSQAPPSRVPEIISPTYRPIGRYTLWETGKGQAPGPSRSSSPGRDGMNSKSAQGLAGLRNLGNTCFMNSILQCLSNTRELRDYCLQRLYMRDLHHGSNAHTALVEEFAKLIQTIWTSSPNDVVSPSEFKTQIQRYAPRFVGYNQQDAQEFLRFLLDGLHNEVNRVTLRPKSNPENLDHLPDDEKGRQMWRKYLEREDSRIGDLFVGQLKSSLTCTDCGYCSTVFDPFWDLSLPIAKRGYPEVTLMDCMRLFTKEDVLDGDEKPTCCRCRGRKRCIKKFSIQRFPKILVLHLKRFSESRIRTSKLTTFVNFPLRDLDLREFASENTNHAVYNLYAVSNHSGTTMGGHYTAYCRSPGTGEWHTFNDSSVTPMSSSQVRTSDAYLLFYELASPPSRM
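Cell-free coupled assay: 10nM USP2 core preincubated 30min RT with compound in Tris-HCl pH 8.0/CaCl2/CHAPS buffer, then 25nM Ub-CHOP2 and 25nM reporter substrate; fluorescence (Ex 485/Em 531) read after 60min RT, normalized to NEM inhibition, concentration-response curves fitted.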
KCNH2 3.1 block – qHTS for Inhibitors of KCHN2 3.1: Mutant qHTS; Potassium voltage-gated channel subfamily H member 2, brain isoform KCNH2 3.1 (human); U2OS KCNH2 3.1, thallium flux FluxOr; stronger effect = lower value; activity change, % (tested at about 1.8 µM); 340,000 tested, 0.95% active;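 active = maximum activity change below -70%; inconclusive = maximum activity change from -70% to -50%; inactive = maximum activity change above -50%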;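 note: thallium influx rate constant from kinetic fluorescence after stimulation buffer; % is set by controls: 0 for no effect and ±100 for the full control effect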
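Thallium flux read-out: FluxOr dye with Red40 quencher in HBSS/HEPES, 45 min at RT. Rate constants from kinetic reads were normalized to positive and negative DMSO controls. Cells: U2OS virally expressing the 3.1 isoform.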
Eya2 phos inh – qHTS Assay for Inhibitors of the Phosphatase Activity of Eya2; Protein phosphatase EYA2 (Homo sapiens), O00167; recombinant Eya2, OMFP fluorescence dephosphorylation (OMFP is methylfluorescein phosphate); Potency, µM (titrated, usually from 76.9 µM), for the others: top-dose activity, negative = inhibition, actives largely listed as inhibitors; 330,000 tested, 0.006% active; note: potency is the fitted concentration of half-maximal effect; % is set by controls: 0 for no effect and ±100 for the full control effect
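Eya2 protein (added as 0.2 uM solution) was preincubated with compound for 10 min at ambient temperature in 50 mM HEPES pH 7.5, 50 mM NaCl, 5 uM MgCl2, 0.05% BSA, 1 mM DTT. OMFP (added at 50 uM) then reacted 10 min; fluorescence read at 485/525 nm.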
TRPV1 ag – HTS Assay for Compounds that Act as Agonists of the Vanilloid Receptor 1; activation, % at 8.33 µM; 320,000 tested, 0.19% active; Transient receptor potential cation channel subfamily V member 1 (Homo sapiens), Q8NER1; TRPV1-expressing cells, Fluo-8 calcium influx, agonist mode; in the data active = activation above about 80%; inconclusive = between about 30% and that limit; note: 0% is about no effect
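TRPV1-expressing cells were cultured overnight at 35.5C and loaded with Fluo-8 calcium dye for 40 to 90 min at room temperature. After a 10 s baseline, compound was added and calcium influx was read kinetically for 3 min (ex 480/em 520 nm).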
AT treatment – qHTS Assay for Identifying a Potential Treatment of Ataxia-Telangiectasia | 320,000 tested, 0.19% active | Potency, µM (doses to about 57.5 µM), inactives show at the highest dose activation, actives largely listed as activators | […] A-T fibroblasts, KAP-1 phosphorylation AlphaLISA; neocarzinostatin DNA damage 30 min before lysis; note: potency is the fitted concentration of half-maximal effect; % of control where 0% means no effect; nearly all actives have a fitted effect of over 45% in size
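hTERT-immortalized A-T patient fibroblasts ([…]), 500 cells/well in OPTI-MEM, 1% FBS, got compounds for 60 min, then NCS for 30 min at 37C. Lysates were then assayed for phospho-KAP-1 by AlphaLISA (anti-pKAP1 donor, anti-KAP1 acceptor beads), 6 hr at 25C.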
* marks the source's active call; other numbers are inactive results; ? = inconclusive; . = not tested or not shown; [ ] = remark or other dose. Unless noted, calls come from the whole dose curve; as a rule, active = well fitted curve in the direction sought with a large enough effect; inconclusive = small, poorly fitted or top-dose-only effect, or another doubt; inactive = no such curve, though single readings can be large; an effect the other way counts as inactive or inconclusive. An excerpt; the hit share may differ from the screen's.

SMILES	ELG1 repair inh	TSHR antag	TCR activator	Mito fusion yeast	hERG WT inh	USP2a block	KCNH2 3.1 block	Eya2 phos inh	TRPV1 ag	AT treatment
O=C(NC(=S)Nc1cccc(C(F)(F)F)c1)c1ccc2nonc2c1	-20%	-19	-2%	1%	8	6%	-5	-7%	3	9%
Cc1ccc(-c2cn(CCN)c(-c3ccc(Cl)nc3)n2)cc1	15%	-5	-3%	-7%	.	0%	.	11%	2	15%
CCCc1nnc(NC(=O)CCN2C(=O)c3ccccc3C2=O)s1	0%	-4	0%	-2%	-7	1%	-3	-26%	-1	0%
Cn1c(CC(=O)Nc2ccccc2F)nnc1SCC(=O)Nc1ccccc1Br	?	8	8%	-13%	-1	1%	7	-3%	-1	-3%
CC(=O)N1CCOc2ccc(S(=O)(=O)Nc3cccc(C)n3)cc21	15%	-5	3%	-9%	-9	0%	-7	16%	-2	7%
O=[N+]([O-])c1cccc(C(O)C23CN4CN(CN(C4)C2)C3)c1 (configuration not stated)	?	10	-2%	-4%	4	0%	-5	-2%	4	-6%
COc1ccc(CNCCc2ccc(Cl)cc2)cc1OCc1ccccc1	15µM*	-4	-1%	-7%	-2	2%	-71*	-7%	0	-1%
NC1=NC(=O)/C(=C/c2ccccc2OCC(=O)Nc2ccc(F)cc2)S1	13%	10	1%[46.1 µM]	.	-2	2%	-5	-8%	.	0%
COc1ccc(S(=O)(=O)N2CCN(C)CC2)cc1C(=O)Nc1ccccc1	6%	-16	-8%	2%	3	4%	-2	-11%	-1	2%
COc1ccccc1N1CCN(C(=O)c2ccc(-c3ccccc3)cc2)CC1	9%	-7	-3%	3%	-10	0%	-28	-13%	18	-3%
O=C(NC1CCN(C(=S)NCCc2ccccc2)CC1)C1CC1	-7%	0	-2%	1%	.	4%	5	-1%	-2	6%
Cc1cc(-c2ccccc2)[nH]c(=O)c1C#N	5%	3	-1%	1%	3	3%	23	-4%	-1	2%
CN1CCN(C(c2cccs2)c2nnnn2Cc2ccc(F)cc2)CC1 (configuration not stated)	14%	4	4%	2%	0	0%	-12	2%	3	4%[11.5 µM]
Cc1ccc(NC(=O)NCCSc2ccc(C)cc2)cc1	6%	0	-7%	2%	-6	-1%	11	1%	?	7%
O=C(COC(=O)CNC(=O)C12CC3CC(CC(C3)C1)C2)Nc1ccccc1	.	.	-3%	5%	-2	.	3	.	17	.
CCOC(=O)c1cccc(NC(=O)COc2ccc([N+](=O)[O-])cc2)c1	-13%	26	5%	4%	-14	1%	-47	?	.	0%
O=C(O)c1cc2nc(-c3ccccc3)cc(-c3ccccc3)n2n1	15%	-15	-1%	-14%	-3	3%	-1	5%	0	3%
COc1ccc(-c2nnc3n2N=C(C)CS3)cc1	12%	29	-1%	-1%	-3	4%	-2	-3%	1	-10%
CCOc1ccc2nc(NC(=O)c3cnccn3)sc2c1	?	2	-5%	0%	1	-4%	8	16%	12	-1%
Cc1ccccc1OCCNc1cc(N2CCCCC2)ccc1[N+](=O)[O-]	15%	-18	-7%	4%	-7	0%	-35	-7%	21	-4%
CC1CCCC(NC(=O)COC(=O)c2cccc(NS(=O)(=O)/C=C/c3ccccc3)c2)C1C (configuration not stated)	22%	-5	2%[46.1 µM]	1%	-3	-2%	-6	1%	1	0%
Cc1cc(C)c2c(CN3CCC(C)CC3)cc(=O)oc2c1	?	1	6%	-13%	-1	-1%	-9	-6%	12	1%
CC(=O)c1cnc(Nc2nc(C)c3cc(C)c(C)cc3n2)nc1C	1%	4	-6%	-6%	-6	1%	-4	3%	-5	-8%
COc1cc(CN2CCN(Cc3ccco3)CC2)cc(OC)c1	1%	6	4%	2%	-1	2%	-3	?	1	-5%
c1ccc(Sc2ncccn2)nc1	3%	4	-4%	4%	-5	1%	19	7%	-2	-5%
COc1ccc(OC)c2sc(N(CCN(C)C)C(=O)/C=C/c3cccs3)nc12	?	20	6%	-9%	-1	0%	-30	-7%	-2	2%
CN1CCN(S(=O)C23CC4CC(CC(C4)C2)C3)CC1 (configuration not stated)	2%	6	-3%[46.1 µM]	-1%	24	-1%	0	4%	2	-3%
O=C1/C(=C/c2ccccn2)SC(=S)N1N1CCOCC1	11%	13	-1%	7%	1	1%	-17	5%	-1	-9%
C/C(=N\NC(=O)c1cc(-c2cccnc2)nc2ccccc12)c1ccc(O)cc1O	?	-11	5%[46.1 µM]	4%	-8	1%	-1	10%	-4	5%
CCNC(=S)N1CCNC(=O)C1CC(=O)OC (configuration not stated)	24%	36	-5%[46.1 µM]	2%	14	1%	.	1%	5	6%
COc1ccc(C/C(C)=N/NC(=O)c2ccncc2)cc1	6%	9	3%[46.1 µM]	.	4	4%	-12	5%	15	-6%
CCN(CC)S(=O)(=O)c1cccc(-c2nnc(SCc3nnc(-c4ccccc4)o3)n2C)c1	16%	-9	-2%	0%	-11	-1%	-6	-8%	6	.
CN1CC2(C)OC(=O)C(Cl)=C2CC1c1ccccc1 (configuration not stated)	-7%	3	1%[46.1 µM]	3%	-1	2%	13	8%	2	-4%
Cc1ccc(N(CC(=O)NCc2ccc(F)cc2)S(=O)(=O)c2cccs2)cc1	-1%	-13	-8%	-1%	-2	3%	10	-1%	17	-2%
CCOC(=O)CSc1nc2c(c(=O)[nH]c(=O)n2C)n1Cc1ccccc1	8%	-7	1%	3%	13	2%	0	11%	0	-7%
CCCCOc1ccc(OCCCC)c2c1NC1(N2)C(=O)N(C(C)=O)c2ccccc21	?	25	-1%	2%	-4	-6%	-14	-9%	8	-11%
COCCNC(=O)C(c1ccc(OC)cc1)N(Cc1ccco1)C(=O)CCC(=O)Nc1ccccn1 (configuration not stated)	3%	6	2%	-1%	2	2%	17	2%	-3	-4%
COc1ccc(NC(=O)CN2C(=O)c3cccc4cccc2c34)cc1OC	-17%	12	3%	-1%	-13	10%	-1	-3%	0	0%
CN(CC(=O)Nc1ccc(Cl)cc1)Cc1cc(=O)n2ccsc2n1	-1%	-1	-5%	18%	-7	5%	-36	2%	5	0%
Cc1nnnn1/C(=C\c1ccccc1)C(=O)OCC(=O)N1CC2(C)CC1CC(C)(C)C2 (configuration not stated)	21µM*	-4	-9%[46.1 µM]	-8%	-1	1%	4	-10%	21	4%

Profiles, quoted from the list. Screens in order: ELG1 repair inh	TSHR antag	TCR activator	Mito fusion yeast	hERG WT inh	USP2a block	KCNH2 3.1 block	Eya2 phos inh	TRPV1 ag	AT treatment
Entry for Cc1ccccc1OCCNc1cc(N2CCCCC2)ccc1[N+](=O)[O-] = 15%	-18	-7%	4%	-7	0%	-35	-7%	21	-4%
Entry for Cn1c(CC(=O)Nc2ccccc2F)nnc1SCC(=O)Nc1ccccc1Br = ?	8	8%	-13%	-1	1%	7	-3%	-1	-3%

Continuation.
SMILES	ELG1 repair inh	TSHR antag	TCR activator	Mito fusion yeast	hERG WT inh	USP2a block	KCNH2 3.1 block	Eya2 phos inh	TRPV1 ag	AT treatment
CCCC(=O)c1c(NC(C)C)cc(C)oc1=O	24%	10	13%	10%	4	-1%	-10	15%	15	4%
C[C@H](CO)N1C[C@H](C)[C@H](CN(C)C)Oc2ccc(NS(=O)(=O)c3ccc(F)cc3)cc2CC1=O	17%	-8	-7%	.	3	7%	14	8%	.	-2%
CC1CCCCN1S(=O)(=O)c1ccc(N(C(=O)c2cnccn2)C(C(=O)NC2CCCC2)c2cccs2)cc1 (configuration not stated)	-8%	-12	1%	-9%	13	2%	2	1%	3	3%
COc1cccc(OC)c1-c1nn2c(-c3cc(-c4ccccc4)n[nH]3)nnc2s1	?	-23	4%	1%	6	?	0	2%	2	-7%
O=C(CNS(=O)(=O)c1c(Cl)cccc1Cl)N1CCCCCC1	-3%	16	-2%	-2%	-11	-1%	-6	-5%	4	8%
O=C(NC1CCCCC1)C1(c2ccccc2)CC1(Cl)Cl (configuration not stated)	-14%	1	-4%[46.1 µM]	12%	0	-1%	-4	-3%	28	0%
O=S(=O)(c1ccc(Br)cc1)c1nc(-c2ccccc2)oc1NCc1cccnc1	?	-5	1%	2%	2	3%	-37	10%	2	-9%

Screening results: PubChem BioAssay, National Center for Advancing Translational Sciences (NCATS)
